Source: PubChem
PPARg SRC3 recr = PPARgamma-driven SRC-3 recruitment agonism; P37231; biochemical PPARgamma/SRC-3 coactivator recruitment assay; activation, % at 8 µM; 200,000 tested, 0.26% active; in the data active = activation above about 23%;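 also: 0% = DMSO and 100% = reference agonist; some compounds past the cut are filed as inactive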
PPARg SRC-1 ag = promotes SRC-1 coactivator recruitment by human PPARgamma; P37231; PPARgamma-SRC-1 coactivator recruitment biochemical assay; activation, % at 8 µM; 200,000 tested, 0.41% active; in the data active = activation above about 19%;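 also: 0% = DMSO and 100% = reference agonist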
PPARg SRC-2 ag = promotes SRC-2 coactivator recruitment by human PPARgamma. PPARgamma LBD-SRC-2 recruitment, biochemical. activation, % at 8 µM. 200,000 tested, 0.34% active. AID 1032; in the data active = activation above about 22%;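 also: 0% = vehicle and 100% = reference agonist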
RAM inhibit = inhibitors of the yeast RAM network | inhibition, % at 50 µM | AID 868 | 190,000 tested, 1.8% active | S. cerevisiae dse1pr::URA3 reporter, 5-FOA growth OD615, 2 d; analog-sensitive cbk1-as2 kinase mutant strain;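 active = inhibition above a set limit, 3 SD over mean compound inhibition, cut at about 8.4% in these data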;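 also: 0% = DMSO-only wells with no growth and 100% = 10 µM 1-NA-PP1 full growth; inhibition rescues growth on 5-FOA so higher OD means more RAM inhibition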
STAT1 inh = reduces IFN-gamma driven STAT1 reporter signal; NIH 3T3 STAT1-luciferase reporter, luminescence; inhibition, % at 5.5 µM; 200,000 tested, 0.35% active; AID 920;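 active = inhibition above a set limit, the mean inhibition across all tested compounds plus 3 SD, cut at about 34% in these data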;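 also: 0% = IFN-gamma with DMSO and 100% = IFN-gamma with 300 µM nifuroxazide; values of inactives mirror those of a sister screen read the other way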
S1P3 antag = S1P3 (human) receptor antagonism | 170,000 tested, 0.27% active | CHO S1P3 NFAT-BLA reporter, FRET fluorescence, antagonist mode | Q99500 | AID 485 | inhibition, % at 4.98 µM;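 active = inhibition above the plate cutoff, the mean inhibition of test wells on that plate plus 3 SD, cut at about 28% in these data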;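 also: cells challenged with S1P at its EC80 of 0.8 µM; blue over green emission ratio from cleaved BLA substrate after 4 h stimulation; 0% = S1P-stimulated wells and 100% = unstimulated DMSO-only wells; some compounds past the cut are filed as inactive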
Target sequence (Q99500 whole entry, looked up): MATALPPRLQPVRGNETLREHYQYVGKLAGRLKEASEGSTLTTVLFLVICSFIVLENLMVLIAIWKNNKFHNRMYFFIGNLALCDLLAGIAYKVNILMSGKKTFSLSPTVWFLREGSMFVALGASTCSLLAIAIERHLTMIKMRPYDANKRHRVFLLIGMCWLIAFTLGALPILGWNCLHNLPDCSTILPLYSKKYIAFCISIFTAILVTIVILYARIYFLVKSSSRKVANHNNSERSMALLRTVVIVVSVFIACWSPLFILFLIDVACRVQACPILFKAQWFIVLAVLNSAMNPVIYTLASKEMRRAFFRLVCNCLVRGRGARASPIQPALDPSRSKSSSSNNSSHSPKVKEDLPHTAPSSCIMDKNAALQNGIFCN
ROMK mod = human ROMK K+ channel modulation, primary screen; Tet-inducible ROMK, thallium flux fluorescence; actives lie on both sides; B-score at 10 µM; 130,000 tested, 2% active; P48048;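 active = signal ratio slope over the read window, or its plate-corrected B-score, at least 3 SD from the plate mean, either direction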;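 also: B-score of the F/F0 ratio slope over 7 to 12 s after thallium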
Target sequence (P48048 whole entry, looked up): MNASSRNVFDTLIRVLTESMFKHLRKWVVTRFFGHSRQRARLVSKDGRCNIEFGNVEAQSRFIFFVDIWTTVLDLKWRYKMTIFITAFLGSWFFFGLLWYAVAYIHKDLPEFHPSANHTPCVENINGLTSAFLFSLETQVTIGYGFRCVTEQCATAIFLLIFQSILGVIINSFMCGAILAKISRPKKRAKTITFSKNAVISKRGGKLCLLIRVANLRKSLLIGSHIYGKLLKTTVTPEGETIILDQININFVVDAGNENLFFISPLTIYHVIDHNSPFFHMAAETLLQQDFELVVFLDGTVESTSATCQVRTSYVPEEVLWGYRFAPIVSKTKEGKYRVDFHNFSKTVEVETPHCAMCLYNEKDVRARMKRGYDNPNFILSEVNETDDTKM
STAT3 act = activators of IL-6 induced STAT3 signaling. U3A cells, IL-6 STAT3-luciferase reporter, luminescence; 100% = signal with IL-6 EC80 alone. activation (% of control), % at 5.6 µM. 190,000 tested, 0.91% active. AID 871;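 active = activation above the screen-wide mean of compound activation plus 3 SD, cut at about 130% in these data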;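 also: 0% = background luminescence of wells with medium and substrate only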
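Detection: reporter luminescence signal / Assay system: STAT1-lacking human U3A cells, STAT3 luciferase reporter / Incubation: compound pre-incubation 1 h before IL-6, then 6 h stimulation at 37 °C / Control set: IL-6-only high control / Read-out: % activation relative to IL-6 control / Probe or stimulus: Interleukin-6, 33 ng/mL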
SRC2 TRFRET art = TR-FRET artefact, counter-screen to PPARgamma/SRC-2 agonist assay | stronger effect = higher value | TR-FRET ratio at 8 µM | 200,000 tested, 0.4% active | AID 1049; in the data active = TR-FRET ratio above about 2000; also: inactives centre near 1500
TLR4-MyD88 BLA = blocks binding of human TLR4 to MyD88; HeLa CL3-4 TLR4/MyD88 BLA complementation, FRET ratio; inhibition, % at 8.4 µM; 200,000 tested, 0.18% active; in the data active = inhibition above about 25%;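 also: 0% = vehicle and 100% = reference inhibitor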
STAT3 blocker = inhibitors of IL-6 induced STAT3 signaling; U3A cells, IL-6 STAT3-luciferase reporter, luminescence; host cell line lacks STAT1; inhibition, % at 5.5 µM; 190,000 tested, 0.89% active;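 active = inhibition above the mean inhibition across all screened compounds plus 3 SD, cut at about 44% in these data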;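 also: 0% = DMSO only wells and 100% = 100 µM nifuroxazide control wells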
The depositor's hits bear a star; x = no result given.

SMILES | PPARg SRC3 recr | PPARg SRC-1 ag | PPARg SRC-2 ag | RAM inhibit | STAT1 inh | S1P3 antag | ROMK mod | STAT3 act | SRC2 TRFRET art | TLR4-MyD88 BLA | STAT3 blocker
Cc1ccc(CSc2ncn(-c3ccccc3)n2)cc1 | 11 | 7 | 14 | -1.6 | -4 | x | 0.29 | 90 | 1555 | -2 | 16
COc1ccccc1NC(=O)CN(Cc1ccco1)C(=O)c1cc2ccccc2o1 | 8 | 6 | 1 | 3.3 | -2 | -2 | -1.4 | 119 | 1625 | 7 | -17
CCOc1ccc(-n2c(C)nnc2SCC(=O)N(CC)CC)cc1 | -10 | -9 | -4 | 0.6 | 6 | x | -0.24 | 100 | 1346 | -13 | 6
COC(=O)C1=C(C)NC(=O)NC1c1ccc([N+](=O)[O-])o1 (stereo unspecified) | 6 | 7 | 2 | 0.8 | 9 | -8 | 1.2 | 107 | 1567 | -14 | -3
Cc1ccc(NC(=O)COC(=O)/C=C/c2ccc(Br)o2)cc1S(=O)(=O)N(C)C | 3 | 6 | 0 | 7.0 | -3 | -26 | 0.037 | 103 | 1536 | 6 | -3
COc1cccc(CNC(=O)C2CCN(Cc3cnn(-c4ccccc4)c3-n3cccc3)CC2)c1 | 3 | -1 | 3 | 1.3 | 7 | x | -3.5* | 95 | 1462 | 9 | 14
CCN1c2ccc(S(=O)(=O)N3CCOCC3)cc2N(Cc2ccc(OC)cc2)C1C (stereo unspecified) | -1 | 0 | -2 | -0.1 | -1 | -1 | 0.96 | 104 | 1539 | 2 | 3
Cc1ccc(S(=O)(=O)N2CCC(=O)N(CCOCc3ccc(C(F)(F)F)cc3)CC2)cc1 | 3 | 0 | -2 | 0.8 | 8 | 8 | -0.92 | 87 | 1585 | 1 | 13
O=C(OCc1nnc(-c2ccccc2)o1)c1ccccc1 | 4 | 9 | -5 | -0.1 | 1 | 4 | -0.23 | 101 | 1461 | -2 | 6
COc1ccc(C2CC(C(F)(F)F)n3nc(C(=O)N(C)Cc4cn(C)nc4C)c(Cl)c3N2)cc1 (stereo unspecified) | -4 | 2 | -1 | 0.4 | 10 | -14 | x | 100 | 1589 | 1 | 8
COc1ccc(Oc2cc(Cl)nc(N)n2)cc1 | 2 | 5 | 6 | 1.5 | -10 | -14 | 0.62 | 115 | 1559 | 10 | -17
COc1ccc(C2CC(=O)Nc3sc(=N)c4c(N)c(C#N)c(N)nc4c32)cc1OC (stereo unspecified) | -1 | 9 | 0 | 1.0 | 2 | x | x | 114 | 1633 | -1 | -5
Cc1ccccc1OCC(=O)NNC(=S)NC(=O)c1ccco1 | -10 | 2 | 6 | 1.0 | 4 | x | x | 100 | 1513 | 14 | 9
CC(=O)c1cc(NC(=O)c2cccc(C(F)(F)F)c2)c(=O)oc1/C=C/N(C)C | -7 | 6 | -4 | 3.2 | 4 | x | x | 115 | 1377 | 2 | -7
O=C(CSC1CC(=O)N(c2ccc(C(=O)O)cc2)C1=O)Nc1ccc2ccccc2c1 (stereo unspecified) | 3 | -7 | -12 | 0.8 | -12 | -4 | 0.86 | 102 | 1426 | 4 | 2
COc1cc(-c2nnc(SCC(=O)/C(C#N)=C(\C)N)o2)cc(OC)c1OC | 0 | 3 | 3 | 1.0 | 3 | x | x | 104 | 1522 | -5 | -4
CCOc1nc(-c2ccccc2)ccc1-c1noc(-c2cccs2)n1 | -5 | 34* | 3 | 11* | 0 | x | x | 104 | 1549 | 3 | -5
O=S(=O)(c1ccc2c(c1)OCCO2)N1CCC(c2nc3ccccc3[nH]2)CC1 | 6 | 2 | 7 | 1.7 | 1 | -21 | -1 | 90 | 1635 | 3 | 18
CCNC(=O)C12CCC(C)(c3nc4cc(C)c(C)cc4nc31)C2(C)C (stereo unspecified) | 1 | -6 | -4 | 1.0 | -2 | -24 | x | 106 | 1419 | 16 | -8
O=C(Nc1cccc2ncccc12)C12CC3CC(CC(C3)C1)C2 | -5 | -4 | -7 | 0.8 | 5 | x | 0.089 | 105 | 1461 | 4 | -2
CC(=O)Nc1ccccc1N(CC(O)Cn1c2ccccc2c2ccccc21)S(=O)(=O)c1ccc(C)cc1 (stereo unspecified) | -2 | 2 | 0 | 5.0 | -2 | 13 | x | 104 | 1671 | 1 | -2
Cc1cc(NC(=O)C(=O)c2cn(C)c3ccccc23)no1 | 3 | 3 | 8 | 3.0 | -29 | 0 | 1.4 | 111 | 1633 | 7 | -11
Cc1ccc(CNC(=O)Cn2c([N+](=O)[O-])cnc2C)cc1 | 6 | 6 | 4 | 2.2 | -1 | x | x | 107 | 1536 | -4 | 2
O=C(CN1C(=O)CSC1=O)N1CCCCC1 | 10 | 6 | 3 | 1.4 | -3 | x | 0.39 | 101 | 1646 | 2 | 1
CS(=O)(=O)N1CCN(c2ccc(NC(=O)c3ccccc3)cc2)CC1 | 1 | 2 | 16 | 4.7 | -27 | -11 | 0.13 | 108 | 1676 | -12 | -8

Other records.
SMILES | PPARg SRC3 recr | PPARg SRC-1 ag | PPARg SRC-2 ag | RAM inhibit | STAT1 inh | S1P3 antag | ROMK mod | STAT3 act | SRC2 TRFRET art | TLR4-MyD88 BLA | STAT3 blocker
Cc1c(N/C(=N/S(=O)(=O)c2ccccc2)c2ccc(Cl)cc2)c(=O)n(-c2ccccc2)n1C | 2 | 2 | 7 | 0.2 | 2 | 7 | x | 102 | 1759 | 2 | 0
O=Cc1ccc(Oc2ccc(F)cc2)nc1 | 2 | -7 | 7 | 0.2 | -5 | -11 | 1.2 | 105 | 1276 | -9 | -7
CC(=O)Oc1ccc2oc3c(c2c1)C(=O)CCC3 | 10 | 3 | -2 | 4.6 | -4 | -7 | -0.19 | 93 | 1646 | 7 | 14
O=C(NCc1ccc2c(c1)OCO2)C1CCCN1C(=O)Nc1ccccc1 (stereo unspecified) | 11 | -2 | -1 | 1.2 | 5 | -2 | 0.65 | 92 | 1640 | 5 | 14
COc1ccc(C(=O)Nc2ccc(CN3CCOCC3)cc2)cc1 | 5 | -2 | 13 | -0.7 | -14 | x | x | 103 | 1623 | -6 | -2
O=C(COc1ccc(Cl)cc1Cl)NC(=O)N1CCOCC1 | 0 | 1 | 2 | 2.2 | -24 | 0 | x | 109 | 1398 | -5 | -9
Cc1onc(-c2ccccc2)c1NC(=O)Nc1c(-c2ccccc2)noc1C | 7 | 7 | 0 | 1.5 | -3 | -11 | 0.73 | 107 | 1520 | -6 | -6
CCOCCCNC(=O)c1ccccc1Br | 7 | 5 | 7 | -0.3 | 5 | -35 | x | 100 | 1659 | -9 | 0
O=C(O)c1ccc(CNCc2ccccc2F)cc1 | 4 | 0 | 7 | -0.3 | 0 | -7 | -0.0038 | 103 | 1524 | 7 | -3
CCOC(=O)c1sc(NC(=O)CSc2nnc(-c3ccco3)o2)c(C(=O)OCC)c1C | 13 | 3 | 0 | 4.6 | 16 | 6 | x | 95 | 1593 | -1 | 11
CCN(CC)S(=O)(=O)c1ccc(OC)c(NC(=O)CSc2ccccc2)c1 | 12 | 8 | 5 | 2.6 | 4 | x | x | 100 | 1643 | -8 | 10
Cn1cccc1CC(=O)N/N=C/c1cc([N+](=O)[O-])ccc1Cl | 0 | -4 | -7 | 1.3 | 4 | -6 | -0.35 | 103 | 1370 | 5 | -1
COc1ccc(N2C(=O)C(CC(=O)Nc3ccccc3)N(CCc3ccc(OC)c(OC)c3)C2=O)cc1 (stereo unspecified) | 2 | 2 | 1 | 3.6 | -8 | 1 | -0.48 | 95 | 1584 | -10 | 6
CCCCCCCCNC(=O)CCNC(=O)c1ccc(C(C)(C)C)cc1 | 10 | -3 | -1 | 2.8 | 6 | x | -0.11 | 100 | 1492 | 3 | 6
CCC(C)[C@@H](NC(=O)OC(C)(C)C)c1nnc(S(=O)(=O)Cc2cccc(C)c2)o1 (stereo partly specified) | 2 | -2 | -4 | 6.1 | 17 | -9 | 0.45 | 100 | 1615 | 13 | 2
COc1ccccc1-c1cc(C(=O)NCc2ccc(F)cc2)no1 | -12 | 1 | -3 | 6.9 | 4 | 20 | x | 85 | 1452 | 8 | 22
COC(=O)CNC(=O)C12CC3(C)CC(C)(CC(C)(C3)C1)C2 | -2 | 1 | 12 | 2.4 | -2 | -5 | 0.23 | 104 | 1593 | 6 | -1
Cc1cccc(CCNS(=O)(=O)c2cnc[nH]2)c1 | -1 | -1 | -1 | 0.4 | 5 | -46 | x | 102 | 1265 | -10 | 4
CC(=O)Nc1ccc2c(c1)CCCN2C(=O)c1ccccc1 | 4 | -1 | -4 | 0.5 | -3 | -10 | x | 93 | 1528 | -2 | 9
CCCS(=O)(=O)c1ccc(COC(=O)c2cccc(NC(=O)C(C)C)c2)cc1 | -1 | 1 | 4 | 2.7 | 10 | 4 | -0.87 | 96 | 1640 | -5 | 11
COc1cccc(C2c3[nH]c4ccccc4c3CCN2Cc2cnc(C)s2)c1OC (stereo unspecified) | 5 | 13 | 2 | 1.2 | 60* | 6 | x | 129 | 1636 | -18 | -27
CC(C)(C)c1ccc(S(=O)(=O)N(CCCN2CCOCC2)Cc2cccs2)cc1 | -4 | -4 | -5 | -0.5 | -5 | 1 | -3.5* | 107 | 1491 | -9 | -4
Cc1c(N/N=C(\C#N)C(=O)c2ccc(Cl)cc2)c(=O)n(-c2ccccc2)n1C | 9 | 7 | 8 | 4.0 | 1 | 1 | -1.1 | 101 | 1679 | -4 | -3
CCOC(=O)c1ccccc1NC(=O)CSc1nc2ccccc2n1CC(=O)N1CCCC1 | -9 | -4 | -4 | -0.9 | -10 | -22 | x | 105 | 1430 | 6 | 4
CCOC(=O)c1cccc(NC(=O)COC)c1 | -5 | 0 | -2 | 0.0 | -2 | x | -0.018 | 103 | 1400 | 3 | -2
CC(=O)C1=C(O)C(=O)N(CCc2c[nH]c3ccccc23)C1c1ccc(C)cc1 (stereo unspecified) | 3 | 0 | 2 | 1.5 | -8 | 10 | -0.015 | 108 | 1329 | 13 | -5
CCN(CC)C(=O)Cn1cc(C(=O)C(=O)NCCc2ccc(S(N)(=O)=O)cc2)c2ccccc21 | 6 | -3 | -1 | 1.4 | -8 | -7 | 0.014 | 101 | 1768 | 2 | 0
CCC1=NN(C(=O)c2ccc(Br)cc2)C(O)(c2ccccc2)C1 (stereo unspecified) | 3 | -5 | -3 | 0.4 | -5 | 12 | 0.23 | 93 | 1315 | 5 | 11
Cc1nc2ccc(NC(=O)c3c(-c4ccccc4)noc3C)cc2s1 | -2 | 10 | 14 | -0.7 | 4 | -14 | x | 89 | 1652 | -14 | 23
